# Assay outcomes as filed in PubChem.
# SRC1 TRFRET art: TR-FRET detection interference compounds, primary screen, artefact control for PPARgamma SRC-1 recruitment agonists, biochemical, TR-FRET emission ratio; TR-FRET detection artefact counter-screen; hits give high values; TR-FRET ratio at 8 µM; actives 0.34% (n = 99,000); in the data active = TR-FRET ratio above about 2300; note: inactives centre near 1800
# SRC3 TRFRET art: TR-FRET detection interference compounds, artefact control for PPARgamma SRC-3 recruitment agonists, biochemical, TR-FRET ratio. TR-FRET ratio at 8 µM. actives 0.39% (n = 99,000). AID 1048, 2008. TR-FRET artefact counter-screen, PPARgamma/SRC-3 format; hits give high values; in the data active = TR-FRET ratio above about 2000; note: inactives centre near 1600
# Active calls of the source: *. The list is partial (hit frequency here may not be typical).
# Below each SMILES – SRC1 TRFRET art | SRC3 TRFRET art
CCn1c(C)c(P(=O)(N2CCOCC2)N2CCOCC2)c2ccccc21
  1778 | 1626
Cc1cccc(N/C=C/C(=O)c2cccs2)c1C
  1857 | 1364
O=C(NCCc1nc2ccccc2[nH]1)/C(=C/c1ccc2c(c1)OCO2)NC(=O)c1ccccc1Cl
  1579 | 1475
CC(C)(C)c1ccc(C(=O)NCCN2CCCC2)cc1
  1704 | 1679
COc1ccc(NS(=O)(=O)c2csc(C(=O)Nc3ccccc3)c2)cc1
  1818 | 1682
CC(=O)Nc1ccc(NC(=O)COc2ccc(Br)cc2C)cc1
  1840 | 1448
CSc1ccc(CN2CCN(C(=O)c3ccncc3)CC2)cc1
  1961 | 1681
COc1ccc(C2CCCN2C(=S)Nc2cccc(Cl)c2C)cc1OC (stereo not drawn)
  1654 | 1625
O=C1CN(C(=O)/C=C/c2ccc(Cl)cc2Cl)CCN1
  1647 | 1718
NC(=S)N/N=C/c1ccc(-c2ccc([N+](=O)[O-])cc2)o1
  1630 | 1381

# Compound profiles (already shown):
# O=C1CN(C(=O)/C=C/c2ccc(Cl)cc2Cl)CCN1 across the screens: SRC1 TRFRET art: 1647; SRC3 TRFRET art: 1718
# CSc1ccc(CN2CCN(C(=O)c3ccncc3)CC2)cc1 across the screens: SRC1 TRFRET art: 1961; SRC3 TRFRET art: 1681
# COc1ccc(NS(=O)(=O)c2csc(C(=O)Nc3ccccc3)c2)cc1 across the screens: SRC1 TRFRET art: 1818; SRC3 TRFRET art: 1682

# Sorted by length of the SMILES (falling): some entries from above.
# Below each SMILES – SRC1 TRFRET art | SRC3 TRFRET art
O=C(NCCc1nc2ccccc2[nH]1)/C(=C/c1ccc2c(c1)OCO2)NC(=O)c1ccccc1Cl
  1579 | 1475
O=C1CN(C(=O)/C=C/c2ccc(Cl)cc2Cl)CCN1
  1647 | 1718
CC(C)(C)c1ccc(C(=O)NCCN2CCCC2)cc1
  1704 | 1679

# (next part)
# Below each SMILES – SRC1 TRFRET art | SRC3 TRFRET art
CC(C)(C)c1ccc(-c2nnc(N)s2)cc1
  1863 | 1564
CC1=C(C(=O)OCC2CCCO2)C(c2ccsc2)C2=C(CC(C)(C)CC2=O)N1 (stereo not drawn)
  1798 | 1559
CC(C)(C)NCc1cc(Cl)ccc1OCc1ccccc1F
  1704 | 1556
O=C(CN1C(=O)C2CCCCC2C1=O)Nc1ccc(S(=O)(=O)Nc2ncccn2)cc1 (stereo not drawn)
  1849 | 1667
O=C(Oc1ccc(NC2=NS(=O)(=O)c3ccccc32)cc1)c1cccnc1
  1801 | 1648
COc1cc(CO)cc(Br)c1OCC(=O)N1CCCCC1
  1881 | 1721
Cn1c(CNC2CCCCC2)nc2ccccc21
  1950 | 1579
O=C(Cc1cccc2ccccc12)Nc1nnc(-c2cccc([N+](=O)[O-])c2)s1
  1666 | 1473
COc1ccc(CCNC(=O)Cn2c(=O)n(CC3CCCO3)c(=O)c3ccccc32)cc1OC (stereo not drawn)
  1481 | 1431
CC(=O)N1CCC(=NNc2ncc(C(F)(F)F)cc2Cl)CC1
  1802 | 1610
CC1(C)CC(CCC(=O)Nc2ccc(S(N)(=O)=O)cc2)C(=O)O1 (stereo not drawn)
  1548 | 1844
COc1ccc(C(=O)NNC2CC(=O)N(Cc3ccccc3)C2=O)cc1OC (stereo not drawn)
  1752 | 1437
O=C(COc1ccccc1[N+](=O)[O-])N1CCC(Cc2ccccc2)CC1
  1935 | 1617
CCCCN(C(=O)c1ccc(OC(F)(F)F)cc1)c1c(N)n(CCC)c(=O)[nH]c1=O
  1700 | 1550
O=C(CCNC(=O)c1ccco1)Nc1ccc(N2CCOCC2)cc1
  1705 | 1468
COc1ccc(S(=O)(=O)Nc2ccccc2C(=O)Nc2nc(-c3ccc(F)cc3)cs2)cc1OC
  1777 | 1712
Cc1ccc(C)c(N/N=C2\CCCNC2=O)c1
  1661 | 1557
COc1ccc(-c2nc(CN3CCN(c4ncccn4)CC3)c(C)o2)cc1C
  1669 | 1505
Cc1ccc2cccc(OCC(=O)c3cc(C)n(Cc4ccco4)c3C)c2n1
  1692 | 1407
COc1cccc(-c2cc(C(=O)Nc3ccc([N+](=O)[O-])cn3)c3ccccc3n2)c1
  1983 | 1901
COCCCNC(=O)CN(CCc1ccccc1)S(=O)(=O)c1ccccc1
  2092 | 1784
COc1ccccc1-n1c([S-])c(C(=O)Nc2ccccc2C(F)(F)F)[n+]2ccc(C(=O)NCCO)cc12
  1975 | 1521
CCOC(=O)C1=C(C)Nc2nc(C)nn2C1c1ccc(OC)c(OC)c1 (stereo not drawn)
  1648 | 1502
Cc1ccc(NC(=O)NCc2ccc3[nH]c(C)cc3c2)cc1
  1628 | 1422
CC(=O)NC(Cc1cccc(F)c1)C(=O)NC1CCN(C(=O)c2ccc(C)cc2)CC1 (stereo not drawn)
  1657 | 1707
O=C1Nc2cc(C(=O)N3CCc4ccccc4C3)ccc2S/C1=C\c1ccccc1
  1704 | 1433
CC(=O)OCC1=C(C(=O)O)N2C(=O)C(NC(=O)C(C)Cn3nc(C)c(Cl)c3C)C2SC1 (stereo not drawn)
  1874 | 1595
CCOCCn1c(N(C)Cc2ccccc2)nc2c1c(=O)[nH]c(=O)n2C
  1852 | 1675
CNC(=S)Nc1cccc(C(C)=O)c1
  1788 | 1682
O=C(N/N=C/c1ccco1)C1CC1c1ccccc1 (stereo not drawn)
  1794 | 1691
CC(C)CN(C(=O)CSc1nnnn1C)C1CCS(=O)(=O)C1 (stereo not drawn)
  1704 | 1489
COc1ccccc1NCCC(=O)OCC(=O)NC1CCCCC1
  2137 | 1891
CCOC(=O)CN=C/C(C(C)=O)=C(/C)O
  1717 | 1631
Cc1nnc(NC(=O)CCSCCC(=O)Nc2nnc(C)s2)s1
  1617 | 1529
CC(C)(C)c1ccc(C2(C)NC(=O)N(CC(=O)NCc3cccs3)C2=O)cc1 (stereo not drawn)
  1932 | 1610
Cc1cccc(C)c1OCC(=O)NC(Cc1c[nH]c2ccccc12)C(=O)O (stereo not drawn)
  1803 | 1670
Cc1ccc(NC(=O)c2noc3c2CCCCC3)cc1C
  1905 | 1508
CCN(CC)c1ccc(/C=N/NC(=O)c2ccco2)cc1
  1964 | 1510
Cc1nn(C(=O)c2nn(C)cc2[N+](=O)[O-])c(C)c1Cl
  2093 | 1776
O=C1C2C(C(=O)N1/N=C/c1ccc([N+](=O)[O-])o1)C1C=CC2C12CC2 (stereo not drawn)
  1601 | 1676
NNC(=O)c1ccc(COc2ccc3c(c2)CCC3)o1
  1777 | 1626
CCCn1c(N)c(C(=O)CSc2ncc(C(F)(F)F)cc2Cl)c(=O)[nH]c1=O
  1818 | 1479
COc1ccc(C(=O)/C(=C/N(C)C)S(=O)(=O)c2ccccc2)cc1
  1929 | 1712
c1ccc(COc2ccc(OCCCCN3CCCC3)cc2)cc1
  1558 | 1725
CCNC(=S)N/N=C(\C)c1cc2ccccc2o1
  1729 | 1676
CCOC(=O)/C(C#N)=C/C=C1\C=Cc2ccccc2N1CC
  1876 | 1831
COc1ccccc1C(=O)C1CCCN(C(=O)c2cn3cc(Cl)ccc3n2)C1 (stereo not drawn)
  1806 | 1466
CCN(CC)c1ccc(/C=N/NC(=O)CC(C)C)cc1
  1744 | 1468
Oc1[nH]c2ccccc2c1N=Nc1ccccc1F
  1934 | 1610
O=C(CN1CCN(S(=O)(=O)/C=C/c2ccccc2)CC1)Nc1ccc(N2CCOCC2)cc1
  1973 | 1454

# (list continues)
# Below each SMILES – SRC1 TRFRET art | SRC3 TRFRET art
CCc1ccc(OCC(=O)N/N=C/c2cc([N+](=O)[O-])ccc2N2CCOCC2)cc1
  1872 | 1670
COc1ccc(C(CCO)NC(=O)c2cccs2)cc1OC (stereo not drawn)
  1626 | 1478
CC(c1ccc(F)cc1)n1c(-c2cccs2)n[nH]c1=S (stereo not drawn)
  2058 | 1831
CC(Oc1ccc(Br)cc1)c1nc2c3ccccc3nc(=S)n2[nH]1 (stereo not drawn)
  1734 | 1385
COc1ccc(C(C#N)c2ccc(=O)[nH]n2)cc1 (stereo not drawn)
  1930 | 1615
COc1ccccc1-n1c(=O)c(C#N)c(-c2ccc([N+](=O)[O-])cc2)c2cc(C(=O)c3cc(F)ccc3O)cnc21
  1967 | 1608
CCCCc1n[nH]c(=S)n1Cc1ccc(Cl)cc1
  1499 | 1474
O=S(=O)(c1ccc(F)c(F)c1F)N1CCN(C(=S)NCc2ccccc2)CC1
  1777 | 1714
Cc1cc(NC(=O)CCCn2nc([N+](=O)[O-])cc2C)no1
  1587 | 1383
COc1cc2c(cc1OC)C(NC(=O)C(F)(F)F)CNC2=O (stereo not drawn)
  1914 | 1486
CCOC(=O)c1ccc(NC(=O)COc2ccc(CNC3CCCCC3)cc2OC)cc1
  1799 | 1557
CCCc1cc(=O)[nH]c(=S)[nH]1
  1709 | 1653
CCC(CC)NC(=O)Nc1ccc(F)cc1F
  2009 | 1512
COc1ccc(C)cc1NC(=O)CCC(=O)Nc1ccc2nc(N3CCN(C)CC3)cc(C)c2c1
  2056 | 1417
COc1c(Br)cc2c(C)c(C(=O)N3CCOCC3)oc2c1Br
  1914 | 1748
O=C(CSc1nn(-c2ccc(F)cc2)c(=S)s1)NCC1CCCO1 (stereo not drawn)
  1747 | 1550
CC(=O)Nc1nnc(S(N)(=O)=O)s1
  1678 | 1573
O=C(NN=C1CCCC1)c1ccc([N+](=O)[O-])cc1
  1588 | 1616
CC(NC(=O)CN1CCc2ccccc21)c1ccccc1 (stereo not drawn)
  2140 | 1678
Nc1cc([N+](=O)[O-])ccc1O
  1749 | 1599
COc1ccc(NC(=O)c2cncc(Br)c2)cc1S(=O)(=O)N1CCCCC1
  2031 | 1609
COCCNC(=S)Nc1ccc2nsnc2c1
  2252 | 1882
CC1C(c2ccccc2)N(C)C(c2ccccc2)C(C)C1(O)C#Cc1ccccc1 (stereo not drawn)
  1708 | 1633
CC1CC(=O)Nc2ccccc2N1S(=O)(=O)c1cccc(Cl)c1 (stereo not drawn)
  1600 | 1502
O=C(COc1ccc(Cl)cc1)NCc1nnc(SCC(=O)Nc2ccccc2F)o1
  1715 | 1654
O=C(CNCC1CCCCC1)Nc1cccc(S(=O)(=O)N2CCOCC2)c1
  1781 | 1712
Cc1ccc(C(=O)CSc2nnc3c4ccccc4nc(C(C)(C)C)n23)cc1
  1836 | 1522
Cc1cc2nc(CCN(C(=S)NCC3CCCO3)C3CCCC3)[nH]c2cc1C (stereo not drawn)
  1411 | 1337
Cc1cccc(-n2c(C)cc(C=C(C#N)C#N)c2C)c1
  1884 | 1644
COc1ccc(C(c2nnnn2C(C)(C)C)N2CCN(c3nc4ccccc4s3)CC2)cc1OC (stereo not drawn)
  1921 | 1577

# Two compounds picked at random from the list so far, as already listed:
# Below each SMILES – SRC1 TRFRET art | SRC3 TRFRET art
O=C(COc1ccc(Cl)cc1)NCc1nnc(SCC(=O)Nc2ccccc2F)o1
  1715 | 1654
Cc1cccc(-n2c(C)cc(C=C(C#N)C#N)c2C)c1
  1884 | 1644

# Other entries
# Below each SMILES – SRC1 TRFRET art | SRC3 TRFRET art
Cc1cc(C(=O)NNC(=S)Nc2ccccc2C)cs1
  1774 | 1724
O=[N+]([O-])c1ccc(/C=N/Nc2ncc(-c3ccccc3)cn2)cc1
  1669 | 1533
C=CCn1c(COc2ccccc2F)nnc1SCC(=O)Nc1cc(C)on1
  2061 | 1674
Cn1cc(-c2ccc(Cl)cc2)cc(C#N)c1=O
  1730 | 1787
Cc1ccccc1NC(=S)N(C)Cc1cn(C)c2ccccc12
  1888 | 1628
CCSc1nnc(NC(=O)C2C3CCC(C3)C2C(=O)O)s1 (stereo not drawn)
  1704 | 1824
Cc1ccc(CNC(=O)c2cc3c(=O)n4ccccc4nc3n(CC3CCCO3)c2=N)cc1 (stereo not drawn)
  1710 | 1483
COc1cc(-n2c(N)c(C(=O)NCc3ccco3)c3nc4ccccc4nc32)cc(OC)c1OC
  1719 | 1647
CC(=NC(C)C)C1=C(O)C(C)OC1=O (stereo not drawn)
  1617 | 1689
Cc1cc2ccccc2nc1SCC(=O)NC1CCCC1
  1831 | 1468
Cc1sc2ncnc(NC(C)C(=O)O)c2c1C (stereo not drawn)
  1544 | 1693
Cc1ccc(CN2CCN(Cc3cn[nH]c3-c3ccccc3)CC2CCO)o1 (stereo not drawn)
  1775 | 1695
Cc1csc(SC(C)C(=O)Nc2ccc3c(c2)OCCO3)n1 (stereo not drawn)
  1998 | 1386
CN1/C(=C\C(=O)C[n+]2cccc(C(N)=O)c2)C(C)(C)c2ccccc21
  1593 | 1678
COc1ccc(OC)c(CNC(=O)C2CCN(S(C)(=O)=O)CC2)c1
  1740 | 1688
CC(C)CCN1CCN(Cc2nc3c(s2)CCCC3)CC1CCO (stereo not drawn)
  1726 | 1394
COc1cccc(C2CC(c3cccc(NS(C)(=O)=O)c3)=NN2C(=O)c2ccccc2)c1OC (stereo not drawn)
  1842 | 1479
Cc1ccc(-c2ccc(C(=O)NCc3ccccc3)o2)c2ccccc12
  1825 | 1470
CCCNS(=O)(=O)c1ccc(-n2cnnn2)c(OC)c1
  1848 | 1431
COc1ccc(-n2c3c(cc(C(=O)NNc4ccccc4)c2=O)C(=O)CC(C)(C)C3)cc1
  1679 | 1478
CCCc1[nH]n(-c2ccc(F)cc2)c(=O)c1C=NCC1CCCO1 (stereo not drawn)
  1831 | 1388
COc1cccc(CN(C)CC(=O)NCc2ccccc2Cl)c1
  1554 | 1712
Cc1cc(C)n2nc(SCC(=O)c3cccs3)nc2n1
  1636 | 1415
COC(=O)CN(c1cc([N+](=O)[O-])ccc1OC)S(C)(=O)=O
  1881 | 1501
COc1ccc(-c2cc(COc3ccccc3)on2)cc1
  1770 | 1640
Cc1ncsc1CCOC(=O)C1C2CC3CC(C2)CC1C3 (stereo not drawn)
  1739 | 1554
CC(C)(C)CC(=O)Nc1cc(S(=O)(=O)N2CCCCCC2)ccc1Cl
  1662 | 1679
COc1cc(NC(=S)N2CCC(C(N)=O)CC2)cc(OC)c1
  1920 | 1662
